# Source: PubChem BioAssay
# Scp-1 inhibitor: Scp-1 phosphatase inhibitors, primary screen, biochemical, colorimetric, uHTS; AID 493091, 2011; Recombinant Scp1, phosphopeptide, malachite green phosphate absorbance; Carboxy-terminal domain RNA polymerase II polypeptide A small phosphatase 1 (Homo …; 0.88% of 340,000 active; inhibition, % at 20 µM;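 active means inhibition above about 50% at 20 µM, limit read from the data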;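 further: plate controls were DMSO wells with enzyme for no effect and wells lacking enzyme for full effect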
#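 Incubation: 45 min enzyme reaction at room temperature / System: truncated SCP-1 phosphatase (76-261aa) / Reagent: Phospho 17-mer peptide substrate / Buffer or medium: Acidic Tris acetate buffer with magnesium and detergent / Signal: absorbance at 630 nm / Doses: one concentration, 20 µM, with 1.0% DMSO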
# DNMT1 block: human DNMT1 methyltransferase inhibitors, primary screen, biochemical, molecular beacon, fluorescence, HinP1I cleavage, uHTS | inhibition (reported as % activation of signal), % at 10 µM | 0.83% of 360,000 active; in the data active means inhibition above about 50%
# Neddylation inh: inhibitors of cullin neddylation, primary screen, biochemical, TR-FRET, uHTS, NAE and Ubc12 | NEDD8-conjugating enzyme Ubc12 (Homo sapiens) + NEDD8-activating enzyme E1 regulatory … | calls only at 25 µM | 0.58% of 360,000 active | AID 651699, 2012; in the data active means inhibition above about 36%
# Target sequence (P61081 whole entry, looked up): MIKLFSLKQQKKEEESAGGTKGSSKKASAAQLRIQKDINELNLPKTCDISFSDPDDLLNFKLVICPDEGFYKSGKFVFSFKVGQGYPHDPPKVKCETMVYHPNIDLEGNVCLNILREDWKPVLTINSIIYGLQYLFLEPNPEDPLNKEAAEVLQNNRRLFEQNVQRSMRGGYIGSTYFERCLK
# Target sequence (Q13564 whole entry, looked up): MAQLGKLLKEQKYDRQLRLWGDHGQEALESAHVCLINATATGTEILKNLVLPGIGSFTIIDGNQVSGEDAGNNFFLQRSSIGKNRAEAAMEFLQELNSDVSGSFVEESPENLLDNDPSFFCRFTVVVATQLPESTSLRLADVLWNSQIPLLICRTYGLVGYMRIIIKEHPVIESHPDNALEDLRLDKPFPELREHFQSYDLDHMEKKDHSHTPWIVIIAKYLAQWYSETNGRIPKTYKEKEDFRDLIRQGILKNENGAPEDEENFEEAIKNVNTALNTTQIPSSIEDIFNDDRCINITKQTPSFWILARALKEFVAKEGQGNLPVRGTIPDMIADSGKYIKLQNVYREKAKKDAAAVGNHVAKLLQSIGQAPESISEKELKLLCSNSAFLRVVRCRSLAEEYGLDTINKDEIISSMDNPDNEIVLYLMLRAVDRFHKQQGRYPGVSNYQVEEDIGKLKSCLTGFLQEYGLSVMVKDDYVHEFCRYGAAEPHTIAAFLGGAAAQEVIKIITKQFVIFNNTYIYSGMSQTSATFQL
# NadD inh: inhibitors of S. aureus NadD, primary screen, biochemical, colorimetric, uHTS | Nicotinate-nucleotide adenylyltransferase NadD (Staphylococcus aureus N315) | purified NadD enzyme, colorimetric absorbance read-out | inhibition, % at 20 µM | 0.78% of 360,000 active; in the data active means inhibition above about 26%; further: some compounds past the cut are filed as inactive
# SUMO1 PPI mod: modulators of SUMO1 protein-protein interactions, primary screen, biochemical, uHTS; Small ubiquitin-related modifier 1 (Homo sapiens), P63165; SUMO1 binding to a labelled peptide, TR-FRET, 1 h; inhibition, % at 20 µM; 0.33% of 360,000 active; AID 602429, 2012; in the data active means inhibition above about 37%
# Rpn11 block: Rpn11 (PSMD14) deubiquitinase inhibitors, primary screen, biochemical, fluorescence polarization, uHTS; calls only at 20 µM; human 26S proteasome, Ub4-pepOG fluorescence polarization; 20S core pre-blocked with epoxomicin; 0.59% of 360,000 active;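 active means inhibition at 20 µM, scaled to each plate's controls, above about 33%, limit read from the data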
# Rin1 Abl inh: inhibitors of Rin1-Abl protein binding, primary screen, biochemical, TR-FRET | inhibition, % at 7.35 µM | 0.4% of 360,000 active | AID 588664, 2011; in the data active means inhibition above about 5%, passing the limit was not always enough
# STEP inh: STEP phosphatase inhibitors, primary screen, biochemical, fluorescence intensity, uHTS. 0.25% of 360,000 active. Tyrosine-protein phosphatase non-receptor type 5 (Homo sapiens), P54829. recombinant STEP, OMFP fluorogenic substrate. inhibition, % at 20 µM. AID 588621, 2011;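 active means inhibition at 20 µM, scaled per plate between control wells, above about 37%, limit read from the data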;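 further: 0% = DMSO with enzyme and substrate and 100% = substrate only without enzyme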
#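 Material: STEP (striatal-enriched tyrosine phosphatase) enzyme, cell-free; Compound dosing: 20 µM single dose in 1% DMSO; Technique: fluorescence read at 480 nm ex / 540 nm em; Times: reaction 20 min, ambient temperature; Medium: 50 mM Bis-Tris pH 6.0 with 2.5 mM DTT and 0.005% Tween 20; Also added: OMFP at 25 µM.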
# CSN inh: inhibitors of CSN-mediated cullin deneddylation, primary screen, biochemical, fluorescence polarization, uHTS; 0.38% of 360,000 active; inhibition, % at 12.5 µM; Purified CSN, SCF-Nedd8-OG deneddylation; COP9 signalosome complex subunit 5 (Homo sapiens), Q92905;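 active means pattern-corrected inhibition above about 35%, with an unprinted fluorescence ratio check between 0.5 and 1.5, limit read from the data, passing the limit was not always enough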;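 further: 0% = enzyme with substrate and 100% = substrate without enzyme; some results filed as inactive read as strong as hits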
# Target sequence (Q92905 whole entry, looked up, one chain of several): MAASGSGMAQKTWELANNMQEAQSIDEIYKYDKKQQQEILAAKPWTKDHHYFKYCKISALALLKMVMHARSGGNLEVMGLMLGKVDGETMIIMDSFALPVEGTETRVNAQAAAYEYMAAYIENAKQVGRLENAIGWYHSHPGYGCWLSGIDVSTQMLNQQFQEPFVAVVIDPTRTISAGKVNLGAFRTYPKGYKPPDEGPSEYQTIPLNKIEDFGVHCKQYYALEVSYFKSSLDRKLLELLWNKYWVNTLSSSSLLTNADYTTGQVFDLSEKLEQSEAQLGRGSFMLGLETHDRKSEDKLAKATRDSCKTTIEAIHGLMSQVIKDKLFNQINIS
#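 Material: purified human Csn5 enzyme expressed in HEK293T cells / Medium: Tris buffer pH 7.5, NaCl, DTT, Tween-20, trehalose, ovalbumin / Compound dosing: 12.5 µM single point / Schedule: 90 min incubation of compound, enzyme and substrate at room temperature / Signal: fluorescence polarization of the substrate / Control set: no-enzyme wells high, enzyme-with-substrate wells low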
# LMPTP inh: LMPTP phosphatase inhibitors, primary screen, biochemical, fluorescence intensity, uHTS; recombinant LMPTP-A, OMFP fluorogenic substrate; Low molecular weight phosphotyrosine protein phosphatase (Homo sapiens), P24666; 0.22% of 360,000 active; inhibition, % at 20 µM;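 active means compounds that cut the enzyme signal by at least half of the control window in the single-dose screen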;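 further: plate controls were DMSO wells with enzyme plus substrate for no effect and substrate without enzyme for full effect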
#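 test system = LMPTP-A | amount = 0.625 nM LMPTP-A final | reagent = fluorogenic phosphatase substrate OMFP at 400 µM final | incubation = 50 min at room temperature | benchmarks = no-enzyme low control, uninhibited high control | medium = Bis-Tris pH 6.0, DTT, detergent | signal = fluorescence intensity of OMFP turnover product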
# An asterisk follows results filed as active; i = inactive; / = not tested or not shown; + = active, no number; & = joins results of further samples.
# Start of the data: the first 2 records (preview)
SMILES,Scp-1 inhibitor,DNMT1 block,Neddylation inh,NadD inh,SUMO1 PPI mod,Rpn11 block,Rin1 Abl inh,STEP inh,CSN inh,LMPTP inh
C/C(=C\C(=S)Nc1ccccc1)Nc1cccc2ccccc12,-5,-14,+,3,-12,i,-6,-1,4,-0.1
CCOc1ccc(CCNC(=O)c2cccc3c2C(=O)N(CCOC)C3)cc1OCC,-6,0,i,0,-1,i,5,-1,-5,-0.3

# Main list, from the first entry:
SMILES,Scp-1 inhibitor,DNMT1 block,Neddylation inh,NadD inh,SUMO1 PPI mod,Rpn11 block,Rin1 Abl inh,STEP inh,CSN inh,LMPTP inh
C/C(=C\C(=S)Nc1ccccc1)Nc1cccc2ccccc12,-5,-14,+,3,-12,i,-6,-1,4,-0.1
CCOc1ccc(CCNC(=O)c2cccc3c2C(=O)N(CCOC)C3)cc1OCC,-6,0,i,0,-1,i,5,-1,-5,-0.3
COc1ccc(CCCNC(=O)C2(C)Cc3c(-c4ccc(C(N)=O)cc4)ccnc3O2)cc1 (stereo not given),/,15,i,4,2,i,-5,-1,2,0.7
COC(=O)c1ccc(Sc2ccccc2NS(=O)(=O)c2ccc(NC(C)=O)cc2)nc1,-2,-2,i,-5,3,i,0,2,3,-1.5
C(=C\c1nc(-c2cccnc2)no1)/c1ccccc1,-1,0,i,-2,-28,i,-2,2,0,-2.8
CCOC(=O)C1=C(C)Nc2nc(SCC(=O)OC)nn2C1c1cc(F)cc(F)c1 (stereo not given),-2&-10,7&-2,i,2&-8,6&-3,i,3&-3,0&0,0&3,0.6&-0.1
Cc1ccc(C(NC(N)=O)c2ccccc2C)cc1 (stereo not given),-2,9,i,-4,-1,i,3,-1,-6,-2.4
Cc1cccc(C)c1NC(=O)CN(C)C(=O)c1cccc(-n2cccc2)c1,68*,19,i,-1,3,i,3,-1,6,4.4
CC(C)C[C@H]1COCCS(=O)(=O)N1Cc1cccc(F)c1,-4,1,i,-4,-3,i,1,-1,-3,1.7
CC(C)(C)NC(=O)C1CC(=O)OC12CCOC(C)(C)C2 (stereo not given),-1,-1,i,-5,2,i,2,-4,-5,-1.1
CC(CN1CCCCC1)c1ccccc1 (stereo not given),-8,0,i,-5,0,i,2,-2,0,-2.0
COc1cccc(CC(=O)Nc2ncc(C)s2)c1,-9,2,i,-6,2,i,0,3,-5,-0.2
COc1cccc(NC(=O)CN(C)S(=O)(=O)c2ccc3c(c2)n(C)c(=O)c(=O)n3C)c1,-6,4,i,2,-1,i,4,2,2,-0.3
CCc1ccc(NC(=O)N2CCN(c3ccc(F)cc3)CC2)cc1,3,0,i,-2,-2,i,3,2,-1,-0.4
CC1CCN(C(=O)CNC(=O)CNS(=O)(=O)c2ccccc2)CC1,-6,2,i,2,5,i,-2,-3,6,-1.7
Cc1cc(C)n2nc(C(=O)Nc3cccc(S(=O)(=O)N4CCOCC4)c3)nc2n1,3,-1,i,-2,6,i,5,1,3,-0.3
Cn1c(=O)c2c(-c3ccccc3)n(-c3ccccc3F)cc2n(C)c1=O,/,1,/,-5,38,i,3,3,0,-0.2
Cn1ccnc1C(O)(c1nnc(-c2ccccc2)o1)C(F)(F)F (stereo not given),-8,3,i,-5,-3,i,0,5,3,-1.8
CCCCCCCCCc1conc1C(=O)CP(=O)(OC)OC,/,/,i,/,6,/,/,/,-4,2.4
CCCc1cc(=O)[nH]c(SCCOc2ccc(Cl)cc2)n1,-4,3,i,-2,9,i,-5,0,-4,0.9
CCCCn1c(N)c(N(Cc2ccccc2OC)C(=O)CCSC)c(=O)[nH]c1=O,-8,1,i,3,5,i,0,-4,0,-0.6
COC(=O)c1ccc(C)c(NC(=S)NCc2ccc(Cl)cc2)c1,1,3,i,-2,1,i,5,0,3,0.2
CCCCN(C)C(=O)c1cccc(OC2CCN(CC(C)(C)C)CC2)c1,-8,-3,i,-1,1,i,1,-4,-10,-1.5
O=C(NC(=O)c1ccccc1)Nc1ccc(Cl)cn1,-2,0,i,-4,-2,i,0,0,3,-0.4
O=C(Nc1ccccc1)N1CCSc2cc(Cl)ccc21,-28,1,i,-6,0,i,-3,1,3,-0.7
COc1ccc(CCNC(=O)CN(C)S(=O)(=O)c2ccc(OC)cc2)cc1,-6,-2,i,-6,5,i,4,-2,2,-1.7
Cc1cccc(-c2cc(N)n(-c3ccccc3)n2)c1,-7,-2,i,-3,-2,i,-3,0,-8,-0.4
Cc1occc1C(=O)N(Cc1nc(-c2ccccc2)no1)C(C)C,9,2,i,-7,-4,i,7,-2,6,-1.7
CCOc1cc(NC(=O)c2cccs2)c(OCC)cc1NC(=O)c1ccccn1,-5,29,/,10,-3,i,2,1,5,0.6
N#CCN(CC#N)C(=O)C1c2ccccc2Oc2ccccc21,-2,3,i,-7,-4,i,-1,0,-5,-1.7
COc1ccc2[nH]c3c(=O)n(/N=C/c4ccc(OC)c(CN5CCCC5)c4)c(C)nc3c2c1,-4,12,i,1,66*,+,-1,0,63*,7.5
Cc1cc(C)cc(NC(=O)COC(=O)CC2CCCC2)c1,-2,4,i,-5,5,i,2,2,1,0.9
Cc1cc([N+](=O)[O-])ccc1NC(=O)c1csc(C)c1C,-7,-1,i,1,-21,i,1,0,-2,1.5
Cc1ccccc1OCCC(=O)OCC(=O)NC1CC1,-1,3,i,-1,0,i,1,2,-5,0.0
COc1ccccc1C(=O)NC(C)c1cccc2ccccc12 (stereo not given),-9,1,i,-8,-1,i,-2,2,-6,0.9
Cc1cccc(OC(=O)C2C(c3ccccc3)C(C(=O)O)C2c2ccccc2)c1 (stereo not given),0,9,i,1,3,i,0,-1,-3,-0.8
O=C(NCC(F)(F)F)C1C(=O)Nc2ccccc2C(=O)N1Cc1ccccc1 (stereo not given),/,/,i,/,3,/,/,/,2,-1.0
Cc1ccc(NNC(=O)c2c(C)noc2C)cc1Cl,3,1,i,-1,0,i,-3,-2,2,-0.9
O=C(NCc1cccs1)C1CC1,-6,8,i,-8,2,i,-2,-1,-10,-0.2
Cc1ccc(C)c(NC(=S)Nc2cccnc2)c1,-2,2,i,-5,-2,i,3,-3,0,-0.1
CCOCc1[nH]c(=S)[nH]c(=O)c1Cc1ccc(OCC)cc1,5,-2,i,-8,-4,i,2,5,-2,0.1
CCN(CC)CCn1c(SCC(=O)Nc2ccc3c(c2)CCC3)nc2ccccc2c1=O,1,-5,i,-6,-6,i,0,3,-1,0.6
CCCCCCC1/C(=N\NC(=O)c2ccccc2)CCC1C(=O)OC (stereo not given),-1,2,i,-3,2,i,1,0,-4,0.0
CCOC(=O)NC(c1ccc(C(C)C)cc1)C(Cl)(Cl)Cl (stereo not given),-5,-2,i,-7,-2,i,-2,1,3,-1.2
COc1ccc(CCNC(=O)COc2cccc3c2OC(C)(C)C3)cc1OC,-6,-1,i,-3,6,i,0,-1,0,-0.2
COc1ccc(NC(=O)CSc2nnc(-c3cccnc3)o2)cc1,-6,0,i,3,-2,i,-2,0,0,-1.9
CC(C)C(=O)NCCc1nc(-c2ccccc2)no1,6,-1,i,-2,0,i,1,-2,0,0.0
Cc1ccc(S(=O)(=O)NCC(=O)OC(C)C(=O)NC(=O)NC2CCCCC2)cc1C (stereo not given),-10,-3,i,-7,-1,i,0,-1,2,-0.6
Cn1c(=O)c(C(=O)CN2CCCCCC2)c(N)n(Cc2ccccc2)c1=O,-5,-1,i,-1,-7,i,0,0,-4,0.6
CCOC(=O)CCP(=O)(O)C(O)c1ccccc1 (stereo not given),-2,2,i,-3,-2,i,1,7,0,-0.8

# Whole records as entered above. Values in the order: Scp-1 inhibitor | DNMT1 block | Neddylation inh | NadD inh | SUMO1 PPI mod | Rpn11 block | Rin1 Abl inh | STEP inh | CSN inh | LMPTP inh
# Profile of COc1ccc(CCNC(=O)COc2cccc3c2OC(C)(C)C3)cc1OC → -6 | -1 | i | -3 | 6 | i | 0 | -1 | 0 | -0.2
# Profile of CCOC(=O)CCP(=O)(O)C(O)c1ccccc1 (stereo not given) → -2 | 2 | i | -3 | -2 | i | 1 | 7 | 0 | -0.8
# Profile of Cn1c(=O)c(C(=O)CN2CCCCCC2)c(N)n(Cc2ccccc2)c1=O → -5 | -1 | i | -1 | -7 | i | 0 | 0 | -4 | 0.6

# Next results
SMILES,Scp-1 inhibitor,DNMT1 block,Neddylation inh,NadD inh,SUMO1 PPI mod,Rpn11 block,Rin1 Abl inh,STEP inh,CSN inh,LMPTP inh
COc1ccc(CCN2C(=O)CCC2(C)c2nnnn2-c2ccc3c(c2)OCCO3)cc1OC (stereo not given),/,/,i,3,2,/,/,/,-4,-1.5
O=C1CCCCC1Sc1nnc(Nc2ccccc2)s1 (stereo not given),-4,0,i,-1,0,i,-1,1,45*,0.7
C/C(=N\NC(=O)c1c(Br)c(C)nn1C)c1cccc(NC(=O)c2ccccc2F)c1,-4,-1,i,4,-2,i,-1,0,-1,-1.3
CCCCNC(=O)COC(=O)c1cc(Br)ccc1Cl,-8,-6,i,-2,3,i,-1,4,-4,-0.5
C=C(C)C(=O)N1CC2(CC(c3cccc(NC(=O)/C=C\C)c3)=NO2)C[C@H]1C(N)=O (stereo not given in full),-6,2,i,0,2,i,1,1,-3,0.6
COCCN1C(=O)N(c2ccc(OC)cc2)C(=O)C1CC(=O)Nc1cccc(F)c1 (stereo not given),-7,-1,i,2,-1,i,2,-1,4,-0.9
O=c1nc2onnc2c(C=NO)[nH]1,-8,1,i,-1,-35,i,-3,-2,5,-3.7
COc1ccccc1NC(=S)NCc1cccs1,-1,3,i,-4,2,i,-4,1,-4,-0.8
COc1cc(/C=C2\SC(=S)N(C(Cc3ccccc3)C(=O)O)C2=O)ccc1O (stereo not given),-4,-4,i,0,-38,+,-1,0,36*,0.2
COc1cc(OC)cc(C(=O)NC(C(=O)Nc2ccc3c(c2)OCO3)C(C)C)c1 (stereo not given),-10,-4,i,4,1,i,1,0,1,-0.4
